Screens from PubChem.
FN deposition inh = fibronectin deposition inhibition; AH1F fibroblasts, Alexa488-fibronectin deposition fluorescence, overnight; inhibition, % at 12.6 µM; 0.086% of 350,000 active;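 active = mean inhibition across replicates of 30% or more, regardless of how many single replicates reach that level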;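 also: positive control wells lacked labelled fibronectin entirely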
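Assay system: AH1F fibroblast monolayer, labelled fibronectin deposition. Amount: 10000 cells per well. Also added: labelled fibronectin 24 nM. Compound: single-point pinned compound. Incubation: cell attachment 1 h, compound and FN exposure overnight. Detection: fluorescence after three HBSS washes, excitation 485 nm, emission 525 nm. Read-out: inhibition of fibronectin deposition signal.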
PAX8 reporter = lowers PAX8-driven luciferase in RMG-I cells. RMG-I TPO-luciferase reporter, SteadyGlo, 24 h. inhibition, % at 12.6 µM. 1.2% of 360,000 active. AID 652154;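 active = mean replicate inhibition at least 60% with every replicate also reaching 60%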;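 also: luciferase light reporting Pax8 driven TPO promoter activity; plate controls were median of neutral control wells for no effect and mitoxantrone controls for full effect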
LGR2 antag = Drosophila LGR2 receptor signaling inhibition; inhibition, % at 9.99 µM; 0.35% of 380,000 active; HEK293 LGR2, CRE-luciferase, bursicon-stimulated, 4 h;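 active = drop in luminescence signal, shown as inhibition above about 50% in the replicate tests, limit read from the data, passing the limit was not always enough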;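 also: agonist challenge used bursicon conditioned medium at about half maximal strength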
Numbers without * were called inactive.

Structure,FN deposition inh,PAX8 reporter,LGR2 antag
CN(C1CCCCC1)S(=O)(=O)c1ccc(NC(=O)Cn2nc(-c3ccc(F)cc3)ccc2=O)cc1,1,9,-6
Cc1cc(C)c(C)c(S(=O)(=O)N2CCC(C(=O)Nc3ccccc3N3CCOCC3)CC2)c1C,2,4,8
CCCc1cc(-c2nc(-c3ccc(Br)cc3)cs2)ccn1,9,-42,-9
Cc1ccccc1Oc1cc(NC(=O)CCCn2nc(C)c([N+](=O)[O-])c2C)cc([N+](=O)[O-])c1,-1,26,-4
CCCCNC(=O)CCCCC(=O)N/N=C/c1ccccc1Cl,-2,-16,-3
O=c1c2ccccc2nnn1CSc1ccc2ccccc2n1,3,-10,-11
O=C1N(c2cccc(Cl)c2)C(c2ccccc2)N2CCCN12 (stereo not drawn),-1,-12,4
CCCCCCn1c(O)c(/C=C2\C=NN=C2c2ccccc2)sc1=S,4,9,14
O=C1Nc2ccccc2Oc2cc([N+](=O)[O-])cc(Oc3ccccc3)c21,-1,-3,-50
FC(F)(F)c1cnc(NNC(=S)Nc2ccc(Cl)cc2)c(Cl)c1,-1,76*,49
Cc1nn(Cc2ccc(C(=O)N3N=C(C(F)F)CC3(O)C(F)F)o2)c(C)c1[N+](=O)[O-] (stereo not drawn),5,-8,-6
CC(C)CN(C(=O)COC(=O)c1ccccc1Sc1ccccc1C#N)C1CCS(=O)(=O)C1 (stereo not drawn),-1,15,-1

Carrying on:
Structure,FN deposition inh,PAX8 reporter,LGR2 antag
Cc1cc(F)ccc1S(=O)(=O)N1CCCOC1CNC(=O)C(=O)NCc1ccco1 (stereo not drawn),8,-5,16
CCC(=O)Nc1ccc(NC(=S)NC(=O)Cc2ccccc2)cc1,-3,8,9
COc1cc(/C=C/C(=O)OCC(=O)N2CCN(C(=O)c3ccco3)CC2)ccc1O,-6,1,4
Cc1ccccc1OCCn1c(CCNC(=O)C(C)C)nc2ccccc21,1,-6,-31
CCOc1ccc(-c2csc(NC(=O)c3ccc(S(=O)(=O)N4CCc5ccccc5C4)cc3)n2)cc1,-6,9,-10
O=C(C1=C(O)C(=O)N(Cc2ccco2)C1c1ccccc1F)c1cccs1 (stereo not drawn),3,0,23
Cc1nn(C)cc1NC(=O)c1ccc(Br)o1,-1,-10,5
O=C(Cc1ccc(Cl)cc1)Nc1ccc(NC(=O)c2ccccc2)cc1,0,4,-4
CCC(=O)Nc1ccc(C(=O)NCc2ccccn2)cc1,6,-6,-5
COc1cc(/C=C/C(=O)OCC(=O)Nc2ccc(S(=O)(=O)N3CCCC3)cc2)ccc1O,-2,-7,-4
COc1ccc(C2=NN(S(C)(=O)=O)C(c3ccc4nccnc4c3)C2)cc1 (stereo not drawn),2,-26,-44
CC(=O)c1nn(-c2ccc(Br)cc2)cc1C(=O)c1ccccc1,1,-1,-1

(cont.)
Structure,FN deposition inh,PAX8 reporter,LGR2 antag
Cc1ccc(N2C(=O)CC(Sc3ccccc3C(=O)O)C2=O)cc1 (stereo not drawn),-16,-13,-7
O=C(Oc1ccc2ccc(=O)oc2c1)C1CCCCC1,5,-4,-6
CCOC(=O)N/N=C/c1ccc(N(CC)CC)cc1O,15,-39,-70
CCOc1cc(/C=N/NC(=O)OC)ccc1OCCSc1ccc(Cl)cc1,0,-2,-6
CCC(=O)Nc1ccc(-c2nnc(SCC(=O)NCC3CCCO3)n2C)cc1 (stereo not drawn),4,14,22
COc1ccccc1OCC(=O)NCCSCc1ccccc1Cl,-3,-26,-2
COc1ccc(S(=O)(=O)N2CCOCC2)cc1NC(=O)c1cc2c(s1)CCCC2,0,26,-1
Cc1cc(C(=O)CSc2nnc3ccccn23)c(C)n1-c1ccccc1,1,81*,98*
CC(=O)Nc1ccc(NC(=O)CSc2ccc(-c3ccc4c(c3)OCO4)nn2)cc1,0,-4,16
Cc1cc(Nc2ccccc2)nn1C(=O)c1ccc(Cl)cc1,-1,6,-67
CC(=O)Nc1ccc(Nc2nc(C)c([N+](=O)[O-])c(Nc3ccccc3)n2)cc1,2,26,2
COc1ccccc1/C=C/C(=O)Nc1ccc2c(c1)CCC2,-4,-22,-5

Next compounds:
Structure,FN deposition inh,PAX8 reporter,LGR2 antag
CC12CCC(c3c1nc1ccccc1[n+]3[O-])C2(C)C (stereo not drawn),5,14,17
O=C(c1cc2c(s1)CCCC2)N1CCN(S(=O)(=O)c2ccccc2C(F)(F)F)CC1,-7,35,-1
CC1=NN(c2ccccc2)C(=O)C1c1ccccc1 (stereo not drawn),3,-4,3
CNC(=S)N1CCN(C(=O)C2CCCO2)CC1 (stereo not drawn),-3,-13,7
Cc1ccc(C(=O)N/C(=C/c2ccccc2)C(=O)NC(Cc2ccccc2)C(=O)O)cc1 (stereo not drawn),7,-8,-11
O=C1C2CC=C(Cl)CC2C(=O)N1CCC[n+]1cccc2ccccc21 (stereo not drawn),1,6,-1
Cc1cc(C)cc(NC(=O)C(=O)NCc2ccccn2)c1,1,-7,-5
O=[N+]([O-])c1ccc2nc(NCCCO)nc(-c3ccccc3)c2c1,3,21,-18
CCOc1ncccc1C(=O)OCC(=O)Nc1cc(S(=O)(=O)N2CCOCC2)ccc1C,6,-13,-8
Cc1ccc(N(CCC(=O)O)S(=O)(=O)c2ccccc2)cc1,1,-18,-7
COc1ccc(NCc2ccccc2[N+](=O)[O-])cc1OC,2,-21,0
CC(C)[C@H](NS(=O)(=O)c1ccc2c(c1)OCCO2)C(=O)OCC(=O)Nc1cccc(Cl)c1Cl,2,-4,4

Next section
Structure,FN deposition inh,PAX8 reporter,LGR2 antag
Cc1cccc(C)c1NC(=S)NCCc1ccccn1,-9,20,-2
O=C(COC(=O)/C=C/c1ccccc1Cl)NCCc1ccc(Cl)cc1Cl,4,10,-19
CCNc1nc(NCC)n2c(SCC(=O)Nc3ccccc3[N+](=O)[O-])nnc2n1,-4,13,1
COc1ccc(CN2CCCC(CNC(=O)c3ccc(F)cc3)C2)c(C)c1C (stereo not drawn),-2,9,0
N#C/C(=C/c1cccc([N+](=O)[O-])c1)c1nnc2n1CCCCC2,15,12,3
COc1ccc2cc(C(N)=O)/c(=N/NC(=O)c3ccco3)oc2c1,4,1,-18
Cc1ccccc1CCN(C(=O)Cn1nnc2ccccc21)C(C(=O)NCC1CCCO1)c1nc2ccccc2n1C (stereo not drawn),-8,-21,-3
Cc1ccc(NC(=O)CSCc2ccc(F)cc2)cc1,4,-43,-18
CCOc1ccc(C(=O)Nc2ccc(-c3nc4ccccc4[nH]3)cc2)cc1[N+](=O)[O-],10,-21,-3
CC1=C(C(=O)Nc2ccccc2C)C(c2ccc(C)o2)NC(=S)N1 (stereo not drawn),-1,-1,6
N#Cc1ccc(-c2ccc(OCC(=O)NCCc3ccccc3)cc2)cc1,-2,11,19
N/C(=N\OC(=O)c1cccc(Cl)c1)c1ccccn1,-5,13,73*

(cont.)
Structure,FN deposition inh,PAX8 reporter,LGR2 antag
COc1ccc(OC)c(/C=C/C(=O)OCC(=O)Nc2cccc(C(C)=O)c2)c1,1,-17,-11
COc1ccc(-n2c(C)nc3c(cnn3-c3ccc(C)cc3)c2=O)cc1,1,15,1
CCCN(CC(=O)Nc1cc(Cl)ccc1Cl)C(=O)/C=C/c1ccco1,-6,-26,-18
NNC(=O)c1ccc(COc2ccc3c(c2)CCC3)o1,-3,-197,-86
Cc1ccc(S(=O)(=O)N(CC(=O)Nc2cccc([N+](=O)[O-])c2)Cc2ccc(Cl)cc2)cc1,2,27,40
CCNC(=O)CC1SC(=Nc2ccc(C)cc2)NC1=O (stereo not drawn),10,-26,-9
O=C(NCc1ccco1)/C(=C/c1ccc(C(F)(F)F)cc1)c1nc2ccccc2[nH]1,-4,-90,-61
CCNS(=O)(=O)c1ccc(NC(=S)NCc2ccco2)cc1,-6,23,-7
COc1ccc(N(C(C)C(=O)N/N=C/c2ccc(OCC(C)C)cc2)S(C)(=O)=O)cc1 (stereo not drawn),4,-1,14
O=C(/C=C/c1ccccc1[N+](=O)[O-])NCC1CCCO1 (stereo not drawn),2,-17,-14
Cc1ccc(Nc2nnc(SCC(=O)Nc3ccccc3[N+](=O)[O-])s2)cc1,1,-2,10
CCc1ccc(C(=O)NCc2ccc(Cl)cc2)cc1,6,-29,-16

A draw from above in order of formula weight, descending.
Structure,FN deposition inh,PAX8 reporter,LGR2 antag
O=C(c1cc2c(s1)CCCC2)N1CCN(S(=O)(=O)c2ccccc2C(F)(F)F)CC1,-7,35,-1
CCOc1ccc(C(=O)Nc2ccc(-c3nc4ccccc4[nH]3)cc2)cc1[N+](=O)[O-],10,-21,-3
CCC(=O)Nc1ccc(NC(=S)NC(=O)Cc2ccccc2)cc1,-3,8,9
CCCCNC(=O)CCCCC(=O)N/N=C/c1ccccc1Cl,-2,-16,-3
COc1ccc2cc(C(N)=O)/c(=N/NC(=O)c3ccco3)oc2c1,4,1,-18
O=[N+]([O-])c1ccc2nc(NCCCO)nc(-c3ccccc3)c2c1,3,21,-18
CNC(=S)N1CCN(C(=O)C2CCCO2)CC1 (stereo not drawn),-3,-13,7

Next entries
Structure,FN deposition inh,PAX8 reporter,LGR2 antag
COc1ccc(-c2ccnc(SCC(=O)c3ccc(Br)cc3)n2)cc1,3,-11,-2
O=S(N1CCCCC1)C12CC3CC(CC(C3)C1)C2 (stereo not drawn),-5,18,8
CC(C)(Oc1ccc(Cl)cc1)C(=O)NC1=NN(c2ccccc2)C(=O)C1,8,-10,5
CCCN(CCC)CCCNC(=S)Nc1ccc2nc3n(c(=O)c2c1)CCCCC3,-2,3,8
CC(=O)c1c(C(C)=O)c(C)n(-c2cccc([N+](=O)[O-])c2)c1C,5,3,11
O=C(CO/N=C/c1ccc(OC(F)F)cc1)N1CCc2ccccc21,-4,12,-5
CCN1CCCC1CNCc1cccc(OC)c1OCc1ccccc1 (stereo not drawn),1,-18,16
O=C(/C=C/c1ccccc1F)c1cccc([N+](=O)[O-])c1,-7,-17,4
CN1c2ccccc2N(C)C1(C)c1cccc2ccccc12,0,2,4
O=C(c1ccc2c(c1)OCO2)C1CCCN(Cc2ccc3cccc(F)c3n2)C1 (stereo not drawn),1,15,1
Cc1c(Br)c([N+](=O)[O-])nn1CCCC(=O)Nc1sc2c(c1C(N)=O)CCC(C)C2 (stereo not drawn),4,-12,3
COc1ccc(CNC(=O)COC(=O)C2CC3C=CC2C3)cc1 (stereo not drawn),8,-17,1

Other compounds.
Structure,FN deposition inh,PAX8 reporter,LGR2 antag
COc1cc(NC(=O)CN(C)Cc2ccc(OC(F)F)cc2)c(C)cc1[N+](=O)[O-],1,24,-9
O=C(Nc1nc2ccccc2s1)c1ccc2c(c1)OCO2,0,-24,80*
CCOC(=O)N=Nc1c(O)n(CC)c2ccccc12,17,-23,-19
O=C(NCc1cccs1)c1ccc([N+](=O)[O-])cc1Cl,13,-40,-11
O=C(O)CSC1=NC(=Nc2cccc(Cl)c2)C2(CCCCC2)N1c1ccccc1,0,-20,-29
O=C(O)Cc1n[nH]c(=O)c2ccccc12,8,-11,3
COc1ccc(C(=O)NCC(=O)N/N=C/C(C)=C/c2ccccc2)cc1OC,1,-10,-11
N#Cc1cc([N+](=O)[O-])cnc1N(CCO)CCO,2,1,-2
Cc1cc(Cl)ccc1NC(=S)NCCN1CCOCC1,-11,6,10
Cc1cccc(NC(=O)/C(C#N)=C/c2cn(CC(=O)NCc3ccco3)c3ccccc23)c1,-11,12,-5
COC(=O)Cc1ccc(NC(=S)N2CCN(c3cccc(O)c3)CC2)cc1,-3,16,-2
N#CCCN(Cc1ccccc1)C(=S)Nc1ccccc1,1,-16,-12

Further structures follow:
Structure,FN deposition inh,PAX8 reporter,LGR2 antag
CC(/C=C/c1ccc2c(c1)OCO2)=N/NC(=O)COc1ccc(C)cc1,0,11,4
CCCC1=C(C(=O)OCC)C(c2ccc(OC)c(C)c2OC)C(C#N)=C(N)O1 (stereo not drawn),-7,-3,10
[O-]/C(=C(\C(=S)Nc1cccc2ccccc12)[n+]1ccccc1)c1ccc(Cl)s1,-8,-1,6
Cc1ccc(-c2nn(-c3ccccc3)cc2/C=C(\C#N)C(=O)NCc2ccccc2)cc1,4,-11,-10
CCOC(=O)/C(C#N)=C/c1cc2ccccc2nc1N1CCOCC1,2,1,-20
OCCCNc1nc(-c2ccc(Cl)cc2)nnc1-c1ccc(Br)cc1,7,29,-1

A portion of the library; rates above refer to the full screens.
